High-throughput results deposited in PubChem by Johns Hopkins Ion Channel Center.
ANO1 activ: mouse TMEM16A channel activation, primary screen | HEK293 TMEM16A/YFP-H148Q/I152L, iodide quench fluorescence; hits give low values | B-score at 10 µM | 340,000 tested, 0.3% active | AID 623877;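 active = fluorescence-ratio B-score plate-corrected deviation score at least 3 library SD below zero, with starting fluorescence score within 5 deviations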;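 also: channel opened by trigger with iodide after compound preincubation; score built on the fluorescence ratio of max minus min over baseline; more negative score means more quench and so TMEM16A activation or potentiation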
MrgX1 allo act: allosterically activates human MrgX1 receptor signaling; Q96LB2; MrgX1-HEK293, Fluo-4 calcium flux, FDSS; hits give high values; B-score at 10 µM; 310,000 tested, 0.63% active;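 active = plate-corrected calcium response at least 3 library SD above typical, normal starting fluorescence, not activating the receptor alone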;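 also: compound read alongside a low EC10 to EC30 dose of BAM8-22 agonist; peak minus trough fluorescence over baseline measured at the second addition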
Target sequence (Q96LB2 whole entry, looked up): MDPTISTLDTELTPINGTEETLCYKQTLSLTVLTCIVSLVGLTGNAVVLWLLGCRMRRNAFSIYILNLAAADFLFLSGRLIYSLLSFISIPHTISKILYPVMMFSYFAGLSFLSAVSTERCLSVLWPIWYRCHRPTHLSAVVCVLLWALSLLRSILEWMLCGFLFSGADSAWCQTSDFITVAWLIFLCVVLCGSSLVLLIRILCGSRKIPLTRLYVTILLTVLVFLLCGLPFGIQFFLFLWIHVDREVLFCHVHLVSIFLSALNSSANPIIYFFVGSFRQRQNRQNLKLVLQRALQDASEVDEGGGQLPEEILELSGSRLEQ
TRPC4 agonist: TRPC4 (mouse) channel activation; Q9QUQ5; HEK293 TRPC4beta/mu-opioid, Fluo4 calcium fluorescence; hits give high values; B-score at 10 µM; 310,000 tested, 0.49% active;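 active = B-score above 5 SD of library B-scores, and initial fluorescence ratio not above library mean plus 5 SD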;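 also: positive B-score marks a calcium rise read as TRPC4 activation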
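Assay system – TRPC4beta and mu-opioid receptor HEK293 stable cells · Measured by – Fluo4 fluorescence, kinetic · Schedule – dye loading 45 min room temperature, 110 s kinetic read · Read-out – B-scored integrated calcium fluorescence ratio · Controls – buffer and maximal DAMGO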
TRPC6 activator: activates the mouse TRPC6 cation channel; HEK293-TRPC6 membrane potential dye fluorescence; hits give high values; B-score at 10 µM; 310,000 tested, 0.13% active; Q61143;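 active = B-score of the integrated fluorescence ratio above library mean plus 3 SD, and starting fluorescence ratio within library mean plus 5 SD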;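 also: higher score means more depolarization so channel activation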
TRPC4 inh: inhibitors of mouse TRPC4 channel | B-score at 10 µM | HEK293 TRPC4beta/mu-opioid, DAMGO-evoked Fluo4 calcium flux; hits give low values | AID 2247 | Q9QUQ5 | 300,000 tested, 0.39% active;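 active = B-score over 3 SD under the library average, no early fluorescence shift, positive overall ratio signal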
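Material: HEK293 cells with stable TRPC4beta plus mu-opioid receptor expression; probe or stimulus: DAMGO in two steps, submaximal then maximal; technique: Fluo4 calcium fluorescence by kinetic imaging, 5 s 1 Hz baseline; measure: integrated fluorescence ratio relative to baseline, converted to per-well B score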
MrgX1 antagonist: human MrgX1 receptor antagonism, primary screen | 310,000 tested, 1.3% active | B-score at 10 µM | MRGX1-HEK293 calcium flux, Fluo-4, BAM8-22 antagonism; hits give low values;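 active = calcium-response B-score plate-corrected more than 3 library SD below zero, starting fluorescence within 5 deviations, no agonist response on first addition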;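 also: peak minus trough fluorescence over baseline after final BAM8-22 challenge near maximal dose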
TRPC6 inhibitor: blocks the mouse TRPC6 cation channel; 310,000 tested, 1.1% active; B-score at 10 µM; Q61143; HEK293-TRPC6, membrane potential dye, ACh-evoked depolarization; hits give low values;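 active = B-score under library mean minus 3 SD, initial fluorescence not abnormally high, positive integrated signal ratio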;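 also: B-score derived from integrated fluorescence ratio over the kinetic read; more negative B-score means stronger inhibition of depolarization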
TMEM16A inh: inhibitors of mouse TMEM16A calcium-activated chloride channel. HEK293 TMEM16A/YFP iodide influx fluorescence, ionomycin. 310,000 tested, 1.2% active. Q8BHY3. AID 588511. normalized B-score (activity score, 25-100; higher = stronger inhibition) at 10 µM;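 active = ratio plate-corrected score three or more library SD toward inhibition, starting fluorescence score within five deviations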;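 also: score derived from kinetic fluorescence span divided by baseline fluorescence per well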
RGS4 block: inhibitors of human RGS4; P49798; HEK293 M3R/RGS4 inducible, Fluo-4 calcium flux; hits give high values; triggered by carbachol at its EC20; B-score at 10 µM; 310,000 tested, 0.45% active;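 active = B-score, a plate-corrected calcium signal, over three deviations above library mean, with baseline fluorescence within five deviations of library mean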;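 also: RGS4 expression induced by doxycycline in cells with stable M3 receptor; B-score is computed from the integrated fluorescence ratio over baseline after carbachol; higher B-score means a larger calcium signal and so more RGS4 inhibition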
Target sequence (P49798 whole entry, looked up): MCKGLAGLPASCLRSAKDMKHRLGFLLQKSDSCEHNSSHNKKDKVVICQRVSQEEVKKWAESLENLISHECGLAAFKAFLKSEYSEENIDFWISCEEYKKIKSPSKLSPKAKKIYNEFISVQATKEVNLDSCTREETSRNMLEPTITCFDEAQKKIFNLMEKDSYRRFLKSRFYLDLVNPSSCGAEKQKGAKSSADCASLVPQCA
TRPC4 potent: allosterically enhances the mouse TRPC4 cation channel | Q9QUQ5 | HEK293 TRPC4beta/mu-opioid, DAMGO EC20, Fluo-4 Ca2+ flux; hits give high values | B-score at 10 µM | 310,000 tested, 0.42% active | AID 2227;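 active = B-score of calcium response area above 5 SD of library B-scores, with initial fluorescence ratio within 5 SD of library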;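 also: B-score of integrated fluorescence ratio over time as area under calcium response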
MrgX1 agonist: agonists of human MrgX1 receptor; B-score at 10 µM; Q96LB2; AID 588627; MrgX1-HEK293 cells, Fluo-4 calcium fluorescence, agonist mode; hits give high values; 310,000 tested, 0.44% active;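 active = calcium response B-score plate-corrected fluorescence ratio at least 3 library SD, with starting fluorescence B-score inside 5 SD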
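Test system: HEK293 cells stably expressing human MrgX1 receptor; Input: fifteen thousand cells per well; Dosing: compound delivered in addition one of three; Schedule: overnight seeding, then 1 h dark dye loading; Technique: Fluo-4 NW calcium fluorescence; Measure: B-scored fluorescence response ratio; Controls: positive and negative controls per plate.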
Calls only.

Screening Cc1cc(NC(=O)c2c(F)cccc2Cl)n(-c2nc3ccccc3[nH]2)n1 returned ANO1 activ inactive, MrgX1 allo act inactive, TRPC4 agonist inactive, TRPC6 activator inactive, TRPC4 inh inactive, MrgX1 antagonist inactive, TRPC6 inhibitor inactive, TMEM16A inh inactive, RGS4 block inactive, TRPC4 potent inactive and MrgX1 agonist inactive.
Screening CC(Oc1ccc2ccccc2c1)C(=O)NNC(=O)Nc1ccccc1F (configuration not stated) returned ANO1 activ inactive, MrgX1 allo act inactive, TRPC4 agonist inactive, TRPC6 activator inactive, TRPC4 inh inactive, MrgX1 antagonist inactive, TRPC6 inhibitor inactive, TMEM16A inh inactive, RGS4 block inactive, TRPC4 potent inactive and MrgX1 agonist inactive.
Screening COc1ccccc1C(=O)Nc1ccnn1C1CCN(CCC(C)c2ccc(C)o2)CC1 (configuration not stated) returned ANO1 activ inactive, MrgX1 allo act inactive, TRPC4 agonist inactive, TRPC6 activator inactive, TRPC4 inh inactive, MrgX1 antagonist inactive, TRPC6 inhibitor inactive, TMEM16A inh inactive, RGS4 block inactive, TRPC4 potent inactive and MrgX1 agonist inactive.
For C/C(=N/Oc1nc(C)cc(C)n1)c1ccccc1 the results were ANO1 activ inactive, MrgX1 allo act inactive, TRPC4 agonist inactive, TRPC6 activator inactive, TRPC4 inh inactive, MrgX1 antagonist inactive, TRPC6 inhibitor inactive, TMEM16A inh inactive, RGS4 block inactive, TRPC4 potent inactive and MrgX1 agonist inactive.
For Cc1ccc(C(=O)COC(=O)CNS(=O)(=O)c2ccc(C)cc2)cc1 the results were ANO1 activ inactive, MrgX1 allo act inactive, TRPC4 agonist inactive, TRPC6 activator inactive, TRPC4 inh inactive, MrgX1 antagonist inactive, TRPC6 inhibitor inactive, TMEM16A inh inactive, RGS4 block inactive, TRPC4 potent inactive and MrgX1 agonist inactive.
O=C(Cn1cc2c(n1)CCCCC2)NCCCN1CCOCC1 was read as ANO1 activ inactive, MrgX1 allo act inactive, TRPC4 agonist inactive, TRPC6 activator inactive, TRPC4 inh inactive, MrgX1 antagonist inactive, TRPC6 inhibitor inactive, TMEM16A inh inactive, RGS4 block inactive, TRPC4 potent inactive and MrgX1 agonist inactive.
For CCS(=O)(=O)NCCc1cc2ccc(C)cc2[nH]c1=O the results were ANO1 activ inactive, MrgX1 allo act inactive, TRPC4 agonist inactive, TRPC6 activator inactive, TRPC4 inh inactive, MrgX1 antagonist inactive, TRPC6 inhibitor inactive, TMEM16A inh inactive, RGS4 block inactive, TRPC4 potent inactive and MrgX1 agonist inactive.
CCN1CCCC1CNC(=O)c1cn(CC)c2ccc(S(=O)(=O)N3CCCCCC3)cc2c1=O (configuration not stated) was read as MrgX1 allo act inactive, TRPC4 agonist inactive, TRPC6 activator inactive, TRPC4 inh inactive, MrgX1 antagonist inactive, TRPC6 inhibitor inactive, TMEM16A inh inactive, RGS4 block inactive, TRPC4 potent inactive and MrgX1 agonist inactive.
N/C(=N\OC(=O)c1ccc(Cl)cc1Cl)c1cccnc1 was read as ANO1 activ inactive, MrgX1 allo act inactive, TRPC4 agonist inactive, TRPC6 activator inactive, TRPC4 inh inactive, MrgX1 antagonist inactive, TRPC6 inhibitor inactive, TMEM16A inh inactive, RGS4 block inactive, TRPC4 potent inactive and MrgX1 agonist inactive.
`CCCn1cc(S(=O)(=O)c2ccc(C)cc2)c(=O)c2cc(OC)c(OC)cc21` gave ANO1 activ inactive, MrgX1 allo act inactive, TRPC4 agonist inactive, TRPC6 activator inactive, TRPC4 inh inactive, MrgX1 antagonist inactive, TRPC6 inhibitor inactive, TMEM16A inh inactive, RGS4 block inactive, TRPC4 potent inactive and MrgX1 agonist inactive.
Screening CCSCc1nnc(SCC(=O)Nc2ccc(F)cc2)n1CC returned ANO1 activ inactive, MrgX1 allo act inactive, TRPC4 agonist inactive, TRPC6 activator inactive, TRPC4 inh inactive, MrgX1 antagonist inactive, TRPC6 inhibitor inactive, TMEM16A inh inactive, RGS4 block inactive, TRPC4 potent inactive and MrgX1 agonist inactive.
For CCc1nc2nc(C)c(NS(=O)(=O)c3ccc(CC(C)C)cc3)c(=O)n2[nH]1 the results were ANO1 activ inactive, MrgX1 allo act inactive, TRPC4 agonist inactive, TRPC6 activator inactive, TRPC4 inh inactive, MrgX1 antagonist inactive, TRPC6 inhibitor inactive, TMEM16A inh inactive, RGS4 block inactive, TRPC4 potent inactive and MrgX1 agonist inactive.
For Cc1c(OC(C)C(=O)NCCN2CCOCC2)ccc2c3c(c(=O)oc12)CCC3 (configuration not stated) the results were ANO1 activ inactive, MrgX1 allo act inactive, TRPC4 agonist inactive, TRPC6 activator inactive, TRPC4 inh inactive, MrgX1 antagonist inactive, TRPC6 inhibitor inactive, TMEM16A inh inactive, RGS4 block inactive, TRPC4 potent inactive and MrgX1 agonist inactive.
`O=C(COC(=O)CNS(=O)(=O)c1cccc(Br)c1)Nc1ccccc1Sc1ccccc1` gave ANO1 activ inactive, MrgX1 allo act inactive, TRPC4 agonist inactive, TRPC6 activator inactive, TRPC4 inh inactive, MrgX1 antagonist inactive, TRPC6 inhibitor inactive, TMEM16A inh inactive, RGS4 block inactive, TRPC4 potent inactive and MrgX1 agonist inactive.
`O=C(c1ccco1)N1CCN(C(=O)C2CC(c3ccc(Cl)cc3)=NO2)CC1` (configuration not stated) gave ANO1 activ inactive, MrgX1 allo act inactive, TRPC4 agonist inactive, TRPC6 activator inactive, TRPC4 inh inactive, MrgX1 antagonist inactive, TRPC6 inhibitor inactive, TMEM16A inh inactive, RGS4 block inactive, TRPC4 potent inactive and MrgX1 agonist inactive.
Screening COc1ccc(CCNC(=O)CSc2nnc(CNC(=O)c3cccs3)o2)cc1OC returned ANO1 activ inactive, MrgX1 allo act inactive, TRPC4 agonist inactive, TRPC6 activator inactive, TRPC4 inh inactive, MrgX1 antagonist inactive, TRPC6 inhibitor inactive, TMEM16A inh inactive, RGS4 block inactive, TRPC4 potent inactive and MrgX1 agonist inactive.
Screening OCCC1CN(Cc2cccc3nccnc23)CCN1Cc1ccc(F)cc1 (configuration not stated) returned ANO1 activ inactive, MrgX1 allo act inactive, TRPC4 agonist inactive, TRPC6 activator inactive, TRPC4 inh inactive, MrgX1 antagonist inactive, TRPC6 inhibitor inactive, TMEM16A inh inactive, RGS4 block inactive, TRPC4 potent inactive and MrgX1 agonist inactive.
`Cc1ccc(NC(=O)c2cc(NC(=O)/C=C\C(=O)O)ccc2N2CCCCC2)cc1` gave ANO1 activ inactive, MrgX1 allo act inactive, TRPC4 agonist inactive, TRPC6 activator inactive, TRPC4 inh inactive, MrgX1 antagonist inactive, TRPC6 inhibitor inactive, TMEM16A inh inactive, RGS4 block inactive, TRPC4 potent inactive and MrgX1 agonist inactive.
Screening COCCCNC(=O)C1CC(=O)N(CCc2ccc(F)cc2)C1 (configuration not stated) returned ANO1 activ inactive, MrgX1 allo act inactive, TRPC4 agonist inactive, TRPC6 activator inactive, TRPC4 inh inactive, MrgX1 antagonist inactive, TRPC6 inhibitor inactive, TMEM16A inh inactive, RGS4 block inactive, TRPC4 potent inactive and MrgX1 agonist inactive.
For COC(=O)c1c(C(=O)OC)c2cccc3cc(-c4ccccc4)c4ccc1c4n32 the results were ANO1 activ inactive, MrgX1 allo act inactive, TRPC4 agonist inactive, TRPC6 activator inactive, TRPC4 inh inactive, MrgX1 antagonist inactive, TRPC6 inhibitor inactive, TMEM16A inh inactive, RGS4 block inactive, TRPC4 potent inactive and MrgX1 agonist inactive.
Screening COc1ccc(CC(=O)Nc2ccc3c(c2)CCC3)cc1 returned ANO1 activ inactive, MrgX1 allo act inactive, TRPC4 agonist inactive, TRPC6 activator inactive, TRPC4 inh inactive, MrgX1 antagonist inactive, TRPC6 inhibitor inactive, TMEM16A inh inactive, RGS4 block inactive, TRPC4 potent inactive and MrgX1 agonist inactive.
For Cc1csc2nc(CNS(=O)(=O)c3ccc4c(c3)CCCC4)cn12 the results were ANO1 activ inactive, MrgX1 allo act inactive, TRPC4 agonist inactive, TRPC6 activator inactive, TRPC4 inh inactive, MrgX1 antagonist inactive, TRPC6 inhibitor inactive, TMEM16A inh inactive, RGS4 block inactive, TRPC4 potent inactive and MrgX1 agonist inactive.
COc1ccc2c(c1)c(C(C)=O)c(C)n2C was read as ANO1 activ inactive, MrgX1 allo act inactive, TRPC4 agonist inactive, TRPC6 activator inactive, TRPC4 inh inactive, MrgX1 antagonist inactive, TRPC6 inhibitor inactive, TMEM16A inh inactive, RGS4 block inactive, TRPC4 potent inactive and MrgX1 agonist inactive.
CC(Sc1cccc[n+]1[O-])C(=O)Nc1cccc(S(=O)(=O)N2CCOCC2)c1 (configuration not stated) was read as ANO1 activ inactive, MrgX1 allo act inactive, TRPC4 agonist inactive, TRPC6 activator inactive, TRPC4 inh inactive, MrgX1 antagonist inactive, TRPC6 inhibitor inactive, TMEM16A inh inactive, RGS4 block inactive, TRPC4 potent inactive and MrgX1 agonist inactive.
`COc1ccc(C(O)c2nccn2Cc2ccccc2)cc1` (configuration not stated) gave ANO1 activ inactive, MrgX1 allo act inactive, TRPC4 agonist inactive, TRPC6 activator inactive, TRPC4 inh inactive, MrgX1 antagonist inactive, TRPC6 inhibitor inactive, TMEM16A inh inactive, RGS4 block inactive, TRPC4 potent inactive and MrgX1 agonist inactive.
Cc1nc(CCNC(=O)C2CCC(=O)N(Cc3ccc(Cl)cc3)C2)sc1C (configuration not stated) was read as ANO1 activ inactive, TRPC4 agonist inactive, TRPC6 activator inactive, TRPC4 inh inactive, TRPC6 inhibitor inactive, RGS4 block inactive and TRPC4 potent inactive.
`COc1ccc(OC)c(-c2nc3ccccc3nc2-c2ccccc2)c1` gave ANO1 activ inactive, MrgX1 allo act inactive, TRPC4 agonist inactive, TRPC6 activator inactive, TRPC4 inh inactive, MrgX1 antagonist inactive, TRPC6 inhibitor inactive, TMEM16A inh inactive, RGS4 block inactive, TRPC4 potent inactive and MrgX1 agonist inactive.
